# Screens as filed in PubChem BioAssay.
# RGS4 pot: RGS4 potentiators or activators, primary screen, cell-based, HEK293 M3R inducible RGS4, calcium flux; carbachol calcium flux Fluo4; stronger effect = lower value; B-score at 10 µM; 310,000 compounds, 0.92% hits;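 active = B-score of the integrated calcium signal more than 4 SD below the library mean, with starting fluorescence not abnormally high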;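 note: negative B-score means reduced calcium response which marks RGS4 activation or potentiation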
#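 Assay system: HEK293 FlpIn-TREx cells, stable M3R, doxycycline-inducible RGS4 / Probe or stimulus: carbachol, ECmax concentration / Times: overnight RGS4 induction, 30 min dye load 37 °C, 20 min compound RT / Signal: kinetic calcium fluorescence imaging with Fluo4-AM dye, 2 µM / Measure: Agonist-evoked peak-minus-minimum fluorescence over baseline, integrated ratio, B score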
# PolyA inh: polyadenylation inhibitors in yeast reporter cells, primary screen, luminescence, S. cerevisiae; S. cerevisiae SKY197-pL101 polyadenylation reporter, beta-gal luminescence; efflux-impaired pdr1/pdr3 knockout yeast; score 100 = 6 SD above DMSO; calls only at 12 µM; AID 1875, 2009; 300,000 compounds, 0.02% hits;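 active = lowest replicate activity score at least 50, where 100 means six control SD above control mean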;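 note: yeast exposed to compound for 9 h at 30 °C; higher score means more reporter readthrough which indicates perturbed polyadenylation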
# KCNQ1 inh: inhibitors of human KCNQ1 channel, primary screen, cell-based, thallium flux, high-throughput. CHO-K1 KCNQ1, FluxOR thallium flux fluorescence; stronger effect = higher value. 310,000 compounds, 1.3% hits. B-score at 10 µM. AID 2642, 2010. Potassium voltage-gated channel subfamily KQT member 1 (Homo sapiens), P51787;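 active = compounds whose thallium flux B-score, printed positive for inhibition, exceeds three library SD while starting fluorescence stays within three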;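 note: channel opened by potassium depolarization with thallium stimulus after 20 min compound exposure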
# Target sequence (P51787 whole entry, looked up): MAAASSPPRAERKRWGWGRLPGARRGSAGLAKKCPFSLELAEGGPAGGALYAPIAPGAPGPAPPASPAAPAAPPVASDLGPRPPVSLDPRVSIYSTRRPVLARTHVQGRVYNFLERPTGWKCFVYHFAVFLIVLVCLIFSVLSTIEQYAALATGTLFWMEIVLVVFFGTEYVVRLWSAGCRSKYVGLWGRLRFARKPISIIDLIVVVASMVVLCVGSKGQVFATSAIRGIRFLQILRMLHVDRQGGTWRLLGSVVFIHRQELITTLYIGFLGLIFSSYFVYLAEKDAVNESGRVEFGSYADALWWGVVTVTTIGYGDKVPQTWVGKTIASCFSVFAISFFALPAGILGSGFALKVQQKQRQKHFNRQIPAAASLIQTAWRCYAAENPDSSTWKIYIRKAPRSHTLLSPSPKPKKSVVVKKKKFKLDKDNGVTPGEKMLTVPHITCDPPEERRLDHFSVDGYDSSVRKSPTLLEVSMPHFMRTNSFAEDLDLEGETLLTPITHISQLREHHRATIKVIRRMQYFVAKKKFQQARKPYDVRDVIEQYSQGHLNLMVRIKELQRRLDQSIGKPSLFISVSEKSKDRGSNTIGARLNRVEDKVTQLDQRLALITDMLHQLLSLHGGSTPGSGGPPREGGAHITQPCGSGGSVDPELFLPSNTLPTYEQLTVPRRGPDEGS
# GSK3beta inhib: human GSK3beta kinase inhibitors, primary screen, biochemical, cell-free homogeneous, HTS; activity score (negative = inhibition), % at 10 µM; GST-GSK3beta kinase, ADP-Glo luminescence, 60 min; stronger effect = lower value; 300,000 compounds, 0.038% hits; AID 2097, 2009;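 active = more than half of replicate wells score below -50%, meaning over 50% inhibition versus plate controls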;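 note: 0% = median DMSO wells and -100% = median GW8510 positive control wells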
#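 Test system: GST-fused GSK3beta enzyme, cell-free | Quantity: 1.6 ng GST-GSK3beta enzyme per well | Reagent: 25 µM ATP with peptide substrate | Schedule: 60 min enzyme reaction, room temperature | Signal: Luminescent ADP-Glo measurement of ADP formed | Read-out basis: Score relative to plate controls | Control set: DMSO and 20 µM GW8510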
# GSK3A inh: blockers of GSK3A enzyme activity – biochemical, luminescence, cell-free homogeneous, HTS, primary screen; 320,000 compounds, 0.1% hits; GSK-3 alpha kinase, ADP-Glo luminescence, 60 min; AID 2650, 2010; inhibition, % at 10 µM;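 in the data active = inhibition above about 50%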;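 note: GST-tagged GSK-3 alpha with peptide substrate and 25 µM ATP; 0% = DMSO neutral wells and 100% = GW8510 positive control wells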
# KCNK9 block: KCNK9 potassium channel inhibitors, primary screen, HEK293 cells, thallium flux. Potassium channel subfamily K member 9 (Homo sapiens), Q9NPC2. FluxOR thallium flux fluorescence; stronger effect = lower value. B-score at 10 µM. 310,000 compounds, 1.2% hits. AID 488922, 2010;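 active = ratio B-score over 3 SD below the library mean, with starting fluorescence within 5 SD of its mean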;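 note: negative B-score means less thallium flux so channel inhibition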
# KCNK3 inh: human KCNK3 channel inhibitors, primary screen, CHO cells, FluxOR thallium flux, B-score; Potassium channel subfamily K member 3 (Homo sapiens), O14649; FluxOR fluorescence; stronger effect = lower value; B-score at 10 µM; 340,000 compounds, 0.84% hits; AID 602410, 2012;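 active = B-score under library mean minus 4 SD, starting fluorescence ratio at most library mean plus 5 SD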;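 note: more negative B-score means stronger inhibition of thallium flux through KCNK3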
# Target sequence (O14649 whole entry, looked up): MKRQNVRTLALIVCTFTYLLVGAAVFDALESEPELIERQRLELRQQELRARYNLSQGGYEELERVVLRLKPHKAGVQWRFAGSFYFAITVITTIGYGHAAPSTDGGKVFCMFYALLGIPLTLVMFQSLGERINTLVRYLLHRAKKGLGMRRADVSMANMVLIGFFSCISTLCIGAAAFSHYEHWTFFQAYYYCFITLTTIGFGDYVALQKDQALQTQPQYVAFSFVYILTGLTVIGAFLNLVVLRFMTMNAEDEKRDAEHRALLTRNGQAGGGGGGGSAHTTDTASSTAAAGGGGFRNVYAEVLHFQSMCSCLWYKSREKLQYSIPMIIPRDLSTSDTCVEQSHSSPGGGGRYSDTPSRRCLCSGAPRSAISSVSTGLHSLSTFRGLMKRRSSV
# KCNQ1 pot: potentiators or activators of KCNQ1 channel, primary screen, cell-based, thallium flux, high-throughput; Potassium voltage-gated channel subfamily KQT member 1 (Homo sapiens), P51787; CHO-K1 KCNQ1, thallium flux FluxOR fluorescence; stronger effect = higher value; B-score at 10 µM; 310,000 compounds, 0.35% hits;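 active = fluorescence ratio B-score, a plate-corrected score, at least three library SD, with initial intensity B-score within 5 SD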
#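 Assay system: CHO-K1 cells stably expressing KCNQ1. Medium: assay buffer for compound exposure, DMSO matched across wells. Timing: 37 °C overnight plating, 90-min dark dye load, 20-min compound pretreatment. Signal: kinetic FluxOR fluorescence, 10 s baseline plus 110 s post-stimulus.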
# RGS4 inh: RGS4 inhibitors, primary screen, cell-based, HEK293 M3R inducible RGS4, calcium flux; Regulator of G-protein signaling 4 (Homo sapiens), P49798; Fluo-4 calcium flux; stronger effect = higher value; triggered by carbachol at its EC20; B-score at 10 µM; 310,000 compounds, 0.45% hits; AID 463165, 2010;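 active = B-score, a plate-corrected calcium signal, over three deviations above library mean, with baseline fluorescence within five deviations of library mean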;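 note: RGS4 expression induced by doxycycline in cells with stable M3 receptor; B-score is computed from the integrated fluorescence ratio over baseline after carbachol; higher B-score means a larger calcium signal and so more RGS4 inhibition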
# hERG protect: hERG rescue from dofetilide block, primary screen, cell-based, CHO-hERG, FluxOR thallium flux, dofetilide IC70. activation (rescue from dofetilide block), less the hit threshold, % at 10 µM. 310,000 compounds, 0.51% hits. Voltage-gated inwardly rectifying potassium channel KCNH2 (Homo sapiens), Q12809. dofetilide IC70 present;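 active = activation above the mean of controls blocked by dofetilide plus 5 SD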;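 note: thallium influx through hERG after potassium depolarization seen as dye fluorescence rise; in these data hits start at about 4.7%; inactives centre near -7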
# Dyrk1A ADPGlo: rat Dyrk1A kinase inhibitors, primary screen, biochemical, single point, plate reader | Dual specificity tyrosine-phosphorylation-regulated kinase 1A (Rattus norvegicus), Q63470 | ADP-Glo luminescence, NFATc1 peptide | inhibition, % at 12.5 µM | 310,000 compounds, 0.43% hits; in the data active = inhibition above about 50%;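 note: plate controls were vehicle with enzyme for no effect and no enzyme for full effect; many of its hits are not listed in these tables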
# An asterisk follows results filed as active; i = inactive; · = not tested or not shown. Not all compounds are listed; rates above refer to the full screens.
SMILES,RGS4 pot,PolyA inh,KCNQ1 inh,GSK3beta inhib,GSK3A inh,KCNK9 block,KCNK3 inh,KCNQ1 pot,RGS4 inh,hERG protect,Dyrk1A ADPGlo
C[C@H](C(=O)NCc1ccccc1)C(=O)c1ccccc1,i,i,i,1,-1,i,i,i,i,-1,-3
O=C1CC(c2ccccc2)N1c1ccccc1 (configuration not stated),i,i,i,3,-1,i,i,i,i,-10,10
C=CC[C@H]1Cc2c(cccc2[N+](=O)[O-])[C@H](CC=C)N1,i,i,i,1,-5,i,i,i,i,0,5
O=C(NCC1(c2ccccc2)CCCC1)C1(c2ccccc2)CCCC1,i,i,6*,-2,-5,i,i,i,i,-5,-7
O=C(Cc1cccs1)N/N=C\c1ccc([N+](=O)[O-])s1,i,i,i,-2,1,i,i,i,i,-7,-5
CCC(C)Cn1c(O)cc2nn(-c3nc4ccccc4s3)c(=O)c-2c1C (configuration not stated),i,i,i,-2,-1,i,i,i,i,-3,5
Cn1[nH]c(=O)c2ccccc2c1=O,i,i,i,0,-4,i,i,i,i,-9,-7
COc1ccc(OCC(=O)Nc2ccccc2C(=O)N2CCCC2)cc1,i,i,i,-4,0,i,i,i,i,-8,0
CCCCCn1c(CN2CC(C)OC(C)C2)nc2c1c(=O)n(C)c(=O)n2C (configuration not stated),i,i,i,2,-1,i,i,i,i,-12,6
O=S1(=O)CCN2C=C(Cl)C=C(Cl)C2=N1,i,i,i,1,3,i,i,i,i,-9,-3

# Two entries from above, field by field:
> O=C1CC(c2ccccc2)N1c1ccccc1 (configuration not stated)
  RGS4 pot: i
  PolyA inh: i
  KCNQ1 inh: i
  GSK3beta inhib: 3
  GSK3A inh: -1
  KCNK9 block: i
  KCNK3 inh: i
  KCNQ1 pot: i
  RGS4 inh: i
  hERG protect: -10
  Dyrk1A ADPGlo: 10

> C=CC[C@H]1Cc2c(cccc2[N+](=O)[O-])[C@H](CC=C)N1
  RGS4 pot: i
  PolyA inh: i
  KCNQ1 inh: i
  GSK3beta inhib: 1
  GSK3A inh: -5
  KCNK9 block: i
  KCNK3 inh: i
  KCNQ1 pot: i
  RGS4 inh: i
  hERG protect: 0
  Dyrk1A ADPGlo: 5

# Next compounds follow:
SMILES,RGS4 pot,PolyA inh,KCNQ1 inh,GSK3beta inhib,GSK3A inh,KCNK9 block,KCNK3 inh,KCNQ1 pot,RGS4 inh,hERG protect,Dyrk1A ADPGlo
Cc1c(C(=O)OCC2CCCO2)[nH]c2c1C(=O)CC(c1ccc(N(C)C)cc1)C2 (configuration not stated),i,i,i,-1,-2,i,i,i,i,-5,9
Nn1c(SCC(=O)Nc2ccc(F)cc2F)nnc1-c1cccnc1,i,i,i,0,-5,i,i,i,i,-9,-6
Cn1c(=O)c(=O)n(C)c2cc(S(=O)(=O)NCCOc3ccccc3Cl)ccc21,i,i,i,0,0,i,i,i,i,-6,-3
CCn1cc(CNC(=O)c2c(-c3c(Cl)cccc3Cl)noc2C)c(C)n1,i,i,i,1,-3,i,i,i,i,-4,-1
COc1ccc(C(=O)CN2C(=O)NC(C)(c3ccccc3)C2=O)cc1OC (configuration not stated),i,i,i,0,·,i,i,i,i,-3,2
CCOc1ccc(N(CC(=O)NCc2cccnc2)S(=O)(=O)c2ccc(F)cc2)cc1,i,i,i,3,-3,i,i,i,i,-10,-4
Cc1ccc(-c2nnc(NC(=O)c3ccc([N+](=O)[O-])o3)o2)c(C)c1,i,i,i,0,·,i,i,i,i,0,30
Cn1c(SCCc2ccc([N+](=O)[O-])cc2)nccc1=O,i,i,i,-5,-3,i,i,i,i,-1,0
COc1cccc2sc(N3CCN(C(=O)c4ccc([N+](=O)[O-])o4)CC3)nc12,i,i,i,1,-2,i,i,i,i,-20,3
O=C(Nc1nnc(-c2ccco2)o1)c1ccc([N+](=O)[O-])s1,i,i,i,0,0,i,i,i,i,-17,·
O=C(CSc1ncccn1)NCc1ccc(F)cc1,i,i,i,1,-1,i,i,i,i,-11,0
Cc1[nH]c2ccccc2c1C(=O)C(=O)NCc1ccco1,i,i,i,0,·,i,i,i,i,-12,2
Cn1ncc2c(Nc3ccc(-c4ccccc4)cc3)ncnc21,i,i,i,-1,-5,i,i,i,i,-15,·
O=C(CN1C(=O)c2ccccc2C1=O)N1CCN(S(=O)(=O)c2ccccc2)CC1,i,i,i,-1,0,i,i,i,i,-11,-8
Cc1c(C(=O)NC(C)c2ccc(-n3ccnc3)cc2)cccc1[N+](=O)[O-] (configuration not stated),i,i,i,0,-6,i,i,i,i,-7,-6
O=S(=O)(NCCc1cn2ccccc2n1)c1ccc2c(c1)CCCC2,i,i,i,-1,0,i,i,i,i,-9,0
CC(=O)C(Cc1ccccc1)NC(=O)COC(=O)CCN1C(=O)C2CC=CCC2C1=O (configuration not stated),i,i,i,1,0,i,i,i,i,-11,-4
CCc1ccccc1OCCCCCNCCO,i,i,i,1,-2,i,i,i,i,-5,2
COc1ccc(C(=O)NCCc2nnc(SCC(=O)Nc3ccc(Br)cc3)n2C)cc1,i,i,i,·,0,i,i,i,i,-6,5
Cc1c(C(=O)N2CCN(c3ccc(F)cc3)CC2)oc2c1C(=O)CCC2,i,i,i,2,-2,i,i,i,i,-7,-2
Cc1ccc(-n2nc3c(c2NC(=O)C2CC2)CS(=O)(=O)C3)cc1C,i,i,i,1,0,i,i,i,i,-10,-2
O=c1[nH]c(N/N=C\c2ccc3c(c2)OCO3)nc2ccccc12,i,i,i,1,0,i,i,i,i,-6,11
Cc1cccc(CS(=O)(=O)c2ncc(CO)n2C)c1,i,i,i,-1,-1,i,i,i,i,-2,-2
CCCCOc1ccc(C2(C)NC(=O)N(C)C2=O)cc1 (configuration not stated),i,i,i,6,0,i,i,i,i,-9,13
Cc1cc(/C=C(\C#N)C(=O)NC2CCCCCC2)c(C)n1C,i,i,i,0,-2,i,i,i,i,-7,0
CCN(CC(=O)Nc1c(F)cccc1F)C(=O)c1cccnc1Sc1ccccc1,i,i,i,5,-2,i,i,i,i,-12,3
COCCNC(=O)CN(C(=O)Cn1nnc2ccccc21)c1ccccc1,i,i,i,2,-1,i,i,i,i,-5,-1
CC(C)CC(=O)N1CCN(S(=O)(=O)c2ccc(F)cc2)CC1,i,i,i,1,0,i,i,i,i,0,-2
CCOC(=O)C1CCN(C(=O)CCCCn2c(=O)[nH]c3ccccc3c2=O)CC1,i,i,i,-4,1,i,i,i,i,-12,10
O=C(Nc1nn[nH]n1)c1cccc(Oc2ccccc2)c1,i,i,i,2,-4,i,i,i,i,-1,-3
CC(C)CN(C(=O)COC(=O)C12CC3CC(CC(C3)C1)C2)c1c(N)n(Cc2ccccc2)c(=O)[nH]c1=O,i,i,i,·,-1,i,i,i,i,-1,4
CCOC(=O)c1sc(NC(=O)c2cc(-c3ccccc3C)nc3ccccc23)c(C#N)c1C,i,i,10*,-1,4,i,i,i,i,-28,-4
CCO[C@H]1OC(C(=O)O)=C[C@@H](c2coc3ccccc3c2=O)[C@@H]1CCCO,i,i,i,-3,-5,i,i,i,i,-3,3
C=CCN(CC=C)CCCOc1ccc(C)cc1OC,i,i,i,-4,0,i,i,i,i,-14,3
CCOC(=O)c1ccc(NC(=O)c2cccnc2)cc1,i,i,i,1,11,i,i,i,i,-1,0
CC(OC(=O)Cc1ccc(Cl)cc1)C(=O)NCCC1=CCCCC1 (configuration not stated),i,i,i,3,-1,i,i,i,i,-3,-5
Cc1c(NC(=O)c2ccc(Cl)c(S(=O)(=O)N3CCCCC3)c2)c(=O)n(-c2ccccc2)n1C,i,i,i,2,2,i,i,i,i,-6,-2
COc1ccccc1OCC(=O)N1CCN(c2ccccc2OC)CC1,i,i,i,0,1,i,i,i,i,-7,-6
CC(=O)NC(CC(C)C)C(=O)NC(CO)C(=O)NC(CCC(=O)O)C(=O)NC(C)C(=O)NC(CC(C)C)C(N)=O (configuration not stated),i,i,i,0,-1,i,i,i,i,-6,1
COc1ccc(-n2nc(C(C)=O)c(=O)[nH]c2=O)cc1,i,i,i,4,-3,i,i,i,i,-2,-3
CN(C(=O)c1cccc(C#N)c1)c1nnc(C2CCCO2)s1 (configuration not stated),i,i,i,5,-1,i,i,i,i,-5,-3
Cc1ncoc1C(=O)N1CCCC(C(=O)c2cccc(C(F)(F)F)c2)C1 (configuration not stated),i,i,i,0,3,i,i,i,i,-16,2
Cc1cc(NCCOCCO)n2ncc(-c3ccc(Cl)cc3)c2n1,i,i,i,-1,1,i,i,i,i,-1,46
CCN(CCCNC(=O)Cn1ncc2c([nH]c3ccc(C)cc32)c1=O)c1cccc(C)c1,i,i,i,0,0,i,i,i,i,-7,-5
CC(=O)Nc1ccc(S(=O)(=O)N2CCC(C(=O)NCCC(=O)Nc3nccs3)CC2)cc1,i,i,i,-1,-3,i,i,i,i,-12,·
CCOc1cc(CO)cc(Br)c1OCC(N)=O,i,i,i,1,·,i,i,i,i,-9,5
Cc1ccc(NS(=O)(=O)c2ccc(-c3ccc(=O)[nH]n3)o2)c(C)c1,i,i,i,-3,0,i,i,i,i,-8,·
CCOC(=O)N1CCC(N2CCCC(CO)(Cc3ccccc3C)C2)CC1 (configuration not stated),i,i,i,-1,-2,i,i,i,i,-10,-2
O=C(CN1CCCCC1)Nc1ccccc1NC(=O)CN1CCCCC1,i,i,i,-4,-2,i,i,i,i,-14,3
